Dicer processing: human Dicer pre-microRNA cleavage inhibition; Q9UPY3; cat-ELCCA pre-miR-21 Dicer processing, chemiluminescence; hits give high values; z-score at 25 µM; 47,000 tested, 6% active; in the data active = z-score above about 3, passing the limit was not always enough;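 also: plate controls were vehicle for no effect and no enzyme for full effect; higher signal means more uncleaved substrate so more Dicer inhibition; strong numbers were not always called active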
Target sequence (Q9UPY3 whole entry, looked up): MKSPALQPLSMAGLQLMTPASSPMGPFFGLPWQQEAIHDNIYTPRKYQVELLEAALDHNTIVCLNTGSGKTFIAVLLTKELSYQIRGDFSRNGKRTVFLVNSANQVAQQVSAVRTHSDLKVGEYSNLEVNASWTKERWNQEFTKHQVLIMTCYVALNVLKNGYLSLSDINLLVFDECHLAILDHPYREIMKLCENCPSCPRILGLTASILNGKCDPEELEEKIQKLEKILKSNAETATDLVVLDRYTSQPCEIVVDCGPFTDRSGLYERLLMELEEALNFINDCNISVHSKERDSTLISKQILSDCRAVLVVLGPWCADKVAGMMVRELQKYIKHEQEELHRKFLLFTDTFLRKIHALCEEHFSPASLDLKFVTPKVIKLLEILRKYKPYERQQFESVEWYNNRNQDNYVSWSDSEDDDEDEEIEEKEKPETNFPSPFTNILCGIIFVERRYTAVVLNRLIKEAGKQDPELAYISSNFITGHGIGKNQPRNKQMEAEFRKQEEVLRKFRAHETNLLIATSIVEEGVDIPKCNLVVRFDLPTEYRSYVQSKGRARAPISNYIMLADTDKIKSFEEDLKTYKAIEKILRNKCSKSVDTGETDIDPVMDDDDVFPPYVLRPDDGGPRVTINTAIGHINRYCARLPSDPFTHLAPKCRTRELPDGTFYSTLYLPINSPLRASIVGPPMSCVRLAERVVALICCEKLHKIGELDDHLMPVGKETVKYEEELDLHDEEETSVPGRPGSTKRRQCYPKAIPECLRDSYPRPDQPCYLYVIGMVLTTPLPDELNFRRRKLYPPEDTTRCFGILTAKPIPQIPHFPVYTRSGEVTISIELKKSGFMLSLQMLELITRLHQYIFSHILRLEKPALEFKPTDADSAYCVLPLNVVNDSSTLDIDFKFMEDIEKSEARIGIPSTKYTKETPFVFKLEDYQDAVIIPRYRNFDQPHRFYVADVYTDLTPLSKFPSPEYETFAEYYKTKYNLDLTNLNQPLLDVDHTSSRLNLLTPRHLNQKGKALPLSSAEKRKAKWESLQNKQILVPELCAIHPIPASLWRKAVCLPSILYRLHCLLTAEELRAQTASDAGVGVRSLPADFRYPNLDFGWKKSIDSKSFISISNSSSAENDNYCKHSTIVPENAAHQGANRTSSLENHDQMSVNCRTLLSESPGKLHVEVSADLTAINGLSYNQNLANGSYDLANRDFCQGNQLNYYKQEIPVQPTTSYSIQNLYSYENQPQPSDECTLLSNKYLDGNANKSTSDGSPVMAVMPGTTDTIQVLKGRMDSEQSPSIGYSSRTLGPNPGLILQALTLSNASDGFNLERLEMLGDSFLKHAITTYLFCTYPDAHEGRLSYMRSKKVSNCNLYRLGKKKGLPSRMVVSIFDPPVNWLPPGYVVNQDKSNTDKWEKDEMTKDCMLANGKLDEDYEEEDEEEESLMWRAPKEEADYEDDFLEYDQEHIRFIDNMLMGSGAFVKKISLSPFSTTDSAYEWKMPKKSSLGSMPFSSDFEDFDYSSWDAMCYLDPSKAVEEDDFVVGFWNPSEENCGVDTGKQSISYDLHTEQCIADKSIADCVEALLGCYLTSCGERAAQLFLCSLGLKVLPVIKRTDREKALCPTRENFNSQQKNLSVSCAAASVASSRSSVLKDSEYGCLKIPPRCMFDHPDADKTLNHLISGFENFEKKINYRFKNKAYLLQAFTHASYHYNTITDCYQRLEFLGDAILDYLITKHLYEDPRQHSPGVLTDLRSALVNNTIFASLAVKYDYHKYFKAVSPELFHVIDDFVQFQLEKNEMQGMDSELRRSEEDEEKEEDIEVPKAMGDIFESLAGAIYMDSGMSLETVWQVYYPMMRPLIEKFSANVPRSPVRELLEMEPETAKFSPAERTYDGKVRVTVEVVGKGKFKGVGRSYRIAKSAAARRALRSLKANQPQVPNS
* = called active by the depositor. Not all compounds are listed. The share of hits here may be higher or lower than overall.

SMILES | Dicer processing
CC(C)n1cc(-c2nc(-c3ccc(Cl)cc3)cs2)c(=O)n(Cc2ccccc2)c1=O | -0.66
O=C(NNC(=O)c1cc2ncc(C(F)(F)F)cc2s1)c1ccno1 | -0.3
Brc1cccc(-c2nc3ccccc3[nH]2)c1 | 2.3
CCCCCSc1nnc(-c2cc(Br)ccc2N)c(=O)[nH]1 | -0.22
CC1CCN(CC(O)Cn2ccc3ccccc32)CC1 (configuration not stated) | -1.1
CN(C)c1nc(-c2cccs2)cc(C(F)(F)F)c1C#N | -0.58
Cc1ccc(C)c(NC(=O)/C=C/C(=O)O)c1 | 2.8
O=S(=O)(Nc1ncccn1)c1ccc(C(F)(F)F)cc1Cl | 3*
Cc1cc2nc(-c3ccncc3)cc(C(F)(F)F)n2n1 | 2
CCOC(=O)/C(C#N)=C\c1ccc(Cl)s1 | 0.71
O=c1[nH]c2nc3ccccc3n2c(O)c1Cc1ccccc1 | -0.43
CN(CCOC(=O)c1cc2ccccc2oc1=O)c1ccc(C(F)(F)F)cc1[N+](=O)[O-] | 0.08
Cc1oc(-c2ccc(Cl)cc2)cc1C(=O)/C(C#N)=C/Nc1ncccn1 | 10
CSc1c(C#N)c(-c2cccs2)nn1C(=O)C(Cl)(Cl)Cl | -0.71
COC(=O)c1ccccc1S(=O)(=O)/C(C#N)=C/Nc1nc(SC)nc(C2CC2)n1 | -1.5
N#Cc1c(-c2ccco2)cc(-c2cccs2)nc1N | 2
O=C(CSc1nccs1)N1CCN(c2ccccc2)CC1 | -0.27
Fc1ccc(C2=CC(c3ccccc3Cl)n3ncnc3N2)cc1 (configuration not stated) | -0.6
Cc1cc(NC(=O)CCSc2nc(-c3ccco3)cc(C(F)(F)F)n2)n(-c2ccccc2)n1 | 1.2
O=C1c2ccccc2NC(c2cccc(F)c2)N1Cc1ccccc1 (configuration not stated) | -0.79
CN(C)C(=O)C(CCN1CCC(O)(c2ccc(Cl)cc2)CC1)(c1ccccc1)c1ccccc1 | 0.88
Nc1nc2c(c(=O)[nH]1)C(c1ccc(Br)cc1)CC(=O)N2 (configuration not stated) | -0.69
Clc1cc(Cl)cc(N=CNc2cc(Cl)cc(Cl)c2)c1 | -2.7
N#Cc1c(-c2ccc(Cl)cc2)[nH]c(SCc2ccccc2)nc1=S | 3.5*
CC(CCC(=O)NCC(=O)O)C1CCC2C3C(O)CC4CC(O)CCC4(C)C3CC(O)C12C (configuration not stated) | -0.66

Quoted at random: 2 records from the list, in no set order.
SMILES | Dicer processing
N#Cc1c(-c2ccc(Cl)cc2)[nH]c(SCc2ccccc2)nc1=S | 3.5*
N#Cc1c(-c2ccco2)cc(-c2cccs2)nc1N | 2

Following part
SMILES | Dicer processing
NC(=O)c1c(NC(=O)c2ccc3ccccc3c2)sc2c1CCC2 | 0.41
COc1cc(C2c3c(oc4ccccc4c3=O)C(=O)N2c2ccccn2)ccc1OCc1ccccc1 (configuration not stated) | -0.4
O=S(=O)(Cc1ccc(Cl)cc1)C1CCCCC1O (configuration not stated) | 0.78
COCCNS(=O)(=O)c1ccc(C)c(-c2nnc3c4ccccc4c(C)nn23)c1 | 1.4
O=C1NC(c2ccccc2Cl)Nc2sc3c(c21)CCCC3 (configuration not stated) | 5.9*
C/C(=N\N=C1/NC(=O)C(CC(=O)O)S1)c1csc2ccccc12 (configuration not stated) | 1.5
COc1ccc2c(c1)C(=O)CC(c1ccccc1)O2 (configuration not stated) | -0.55
O=C(ON(Cc1c(F)cccc1Cl)Cc1c(F)cccc1Cl)c1ccc(Cl)cc1 | -0.11
O=C(Nc1ccccc1)C1COc2ccccc2O1 (configuration not stated) | 0.16
CC(C)(C)C(=O)Nc1ccc(Cl)cc1-c1noc(C(C)(C)C)n1 | -0.24
CCOC(=O)C(NC(=O)c1ccccc1)(OC)C(F)(F)F (configuration not stated) | 1.3
COc1ccc2cc(C(=O)O)c(=O)oc2c1 | 0.19
COC(=O)c1c(NC(=O)CCCC(=O)O)sc2c1CCC2 | 4.3*
O=C1CCC(=O)N1c1ccccc1N1CCOCC1 | -0.84
CCOc1ccc(C2c3c(oc4ccccc4c3=O)C(=O)N2c2ccccn2)cc1 (configuration not stated) | 2.1
Cn1c(=O)c2c(ncn2CC(COC(=O)c2ccco2)OC(=O)c2ccco2)n(C)c1=O (configuration not stated) | -0.9
CN1C2C=C(N(CCc3ccccc3)C(=O)c3ccccc3)CC1CC2 (configuration not stated) | 3.1*
O=C(CC1(O)C(=O)Nc2ccccc21)c1cccc2ccccc12 (configuration not stated) | 5.2*
COc1ccc(/C=C/c2nc(-c3ccncc3)no2)cc1OC | 1.4
O=c1c(-c2ccccc2)coc2cc(O)ccc12 | 3.4*
O=C(c1ccc(OCCN2CCCCC2)cc1)c1c(-c2ccc(O)cc2)sc2cc(O)ccc12 | 1.2
COC(=O)/C=C1\S/C(=N\c2ccccn2)N(c2ccc(C)c(C)c2)C1=O | -0.01
O=C(c1ccco1)N1CCN(C(=O)C2CCCc3c2[nH]c2ccc(Cl)cc32)CC1 (configuration not stated) | 0.47
Cc1cc(NC(=O)C(Cl)Cl)n(-c2ccccc2)n1 | -1.6
Cc1oc2ccc(OCc3ccc(Cl)cc3)cc2c1C(=O)O | 0.39

Going on with the list.
SMILES | Dicer processing
O=C(CSc1ccc(Cl)cc1[N+](=O)[O-])Nc1ccc(F)cc1F | -1.6
CC(C)(C)C(=O)/C(C#N)=C/Nc1cccc2nsnc12 | -3.3
Cc1onc(-c2c(Cl)cccc2Cl)c1NC(=O)NNc1c(F)cccc1Cl | 0.23
Cc1nn(-c2ccccc2)nc1C(=O)NNC(=O)c1ccccc1N | 0.74
COc1cccc(OCC(O)Cn2c(C)nc3ccccc32)c1 (configuration not stated) | 0.76
CCc1ccc(C2C3=C(Nc4c2c(=O)n(C)c(=O)n4C)c2ccccc2C3=O)cc1 (configuration not stated) | -2.2
CC1=C(C(=O)OC(C)C)C(c2ccccc2Br)C2=C(CC(C)(C)CC2=O)N1 (configuration not stated) | 2.1
CCOC(=O)CSC(=S)Nc1c(C)cc(C)cc1C | 0.87
CCOC(=O)c1ccc(N2N=C(C)CC2=O)cc1 | -4
O=C(Cn1cc(C(=O)C2CCCCC2)c2ccccc21)Nc1ccccc1Cl | 0
CCOc1ccc(NC2OC(=O)c3c2ccc(OC)c3OC)cc1 (configuration not stated) | 0.64
CCOC(=O)c1cn(S(=O)(=O)c2ccc(F)cc2F)nc1C(F)(F)F | 1.6
Cc1ccc(-c2nnc(Nc3ccc(O)cc3)c3ccccc23)cc1S(=O)(=O)N(C)C | 2.4
O=c1ncn(Cc2cccs2)cc1-c1ccccc1 | -0.97
Cc1cc(N/N=C/c2ccc(Cl)cc2)nc2c1c(C)nn2C | 0.93
CC1=C(C(=O)OC2CCCCC2)C(c2cccc(F)c2)C2=C(CC(C)(C)CC2=O)N1 (configuration not stated) | -0.61
O=C(O)CCSc1n[nH]c2nc3ccccc3n12 | -1.2
CC(=O)Nc1nc(NC(C)=O)nc(N2CCCCC2)n1 | -0.69
O=C(O)c1cc2ccc3ccccc3c2s1 | 4.1*
Cc1cc(NC(=O)C(Cl)(Cl)Cl)n(-c2ccccc2)n1 | 1.9
O=C1C(=O)N(Cc2cccnc2)C(c2cccnc2)/C1=C(\O)c1ccc(F)cc1 (configuration not stated) | -0.59
COc1cc2cc(OCc3c(F)cccc3Cl)nc(C)c2cc1OC | 0.98
Cc1cc(C2C3=C(CC(C)(C)CC3=O)N=C3c4ccccc4C(=O)C32)cc(C)c1O (configuration not stated) | -1.3
Cc1n[nH]c(C)c1CCCCCCOc1ccc(F)cc1 | 0.15
CC(C)(C)C(=O)OCC(=O)c1cc(C(F)(F)F)cc(C(F)(F)F)c1 | 0.7

New compounds follow
SMILES | Dicer processing
CN(C)CCCNC(=O)N1c2ccccc2C=Cc2ccccc21 | 1.9
COc1cccc(C2=NN(S(C)(=O)=O)C(c3cn(-c4ccccc4)nc3-c3ccc(C)cc3)C2)c1 (configuration not stated) | -1
O=c1c(-n2nnc3ccccc32)c2oc3ccccc3nc-2c2ccccc12 | -1.1
COc1ccc(C2=NC(C)(C)Cc3cc(OC)c(OC)cc32)cc1 | -0.75
COc1ccc(C(CC(=O)O)c2ccc(OC)c(OC)c2)cc1OC | 1.3
O=C(O)COCC(=O)NC1Cc2ccccc2C1 | -2.1
O=C(Nc1cscc1S(=O)(=O)c1ccccc1Cl)c1ccc(C(F)(F)F)cc1 | -1.3
CCC(C)C(C(=O)O)N1C(=O)NC2NC(=O)NC21 (configuration not stated) | 1.2
Cc1ccc(S(=O)(=O)NNc2nccc(C(F)(F)F)n2)cc1 | 0.69
CC(C)(C)S(=O)(=O)/C(C#N)=C/c1ccc(F)c(Cl)c1 | -2.4
Cc1ccc2c(c1)C(O)(CC(=O)c1ccc(C(C)C)cc1)C(=O)N2 (configuration not stated) | 0.2
c1ccc(-c2ccc(-c3ncc(-c4ccccc4)o3)cc2)cc1 | 0.52
Cc1nccc(-c2cccc(N/N=C(\C#N)C(=O)c3ccccc3)c2)n1 | 2.1
CN[C@H](CC(=O)O)C(=O)O | -1.1
CCCCc1c(COC)nc(SC)[nH]c1=O | 0.42
c1ccc(-c2nnc3sc(C4COc5ccccc5O4)nn23)cc1 (configuration not stated) | 1.2
CC1=C(C(=O)Nc2ccc(Br)cn2)C(c2ccc3c(c2)OCO3)C2=C(CCCC2=O)N1 (configuration not stated) | 0.87
CCOC(=O)C1=C(C)Nc2nnnn2C1c1cccnc1 (configuration not stated) | 1.1
CC1CN(C2=NCCN2S(=O)(=O)c2cc(C(F)(F)F)cc(C(F)(F)F)c2)CC(C)O1 (configuration not stated) | 1
CC(C)NC[C@H](O)COc1ccc(CC(N)=O)cc1 | 74
Cc1c(Cc2ccccc2Cl)c(=O)[nH]c2nc3ccccc3n12 | 1.2
Cc1ccc(S(=O)(=O)Nc2c(Cl)cccc2Cl)c(C)c1F | -0.69
CCc1ccc2cc3c(=O)n(C)c4c(c(=O)n(C)c(=O)n4C)c3nc2c1 | -0.7
CCOC(=O)c1c(-c2ccccc2)c2oc3ccccc3c2[nH]c1=O | 3.1*
CC1CCC2C(=O)N(c3cccc4ccccc34)C(=O)C2C1 (configuration not stated) | 0.07

Next part
SMILES | Dicer processing
CS/C(Nc1ccccc1)=C(/C#N)C(=O)c1cc(-c2ccccc2)c(C(F)(F)F)s1 | 1.8
COc1ccc(Cc2nnc(SCC(=O)NC(C)C)n2-c2ccc(F)cc2)cc1OC | 1.2
C=CCn1c(-c2sc3nnc(-c4ccccc4)c(-c4ccccc4)c3c2N)n[nH]c1=S | 1.8
CNC(=S)N1N=C2c3ccccc3CCC2C1c1ccc(OC)cc1 (configuration not stated) | -0.47
CCCn1c(SCC(=O)O)nc2c1c(=O)[nH]c(=O)n2C | 0.04
CCOC(=O)c1c(SC)nc2c(Cl)cccc2c1Sc1cccs1 | -1.3
CCOC(=O)c1cc(-c2ccccc2)[nH]c(=O)c1C#N | -1.2
O=C1CC(c2cccs2)c2c(n[nH]c2-c2ccccc2)N1 (configuration not stated) | 3.3
CC(=O)N/N=C/c1ccc(-c2cc(C(F)(F)F)n(C)n2)s1 | 1
COc1ccc(OC(=O)c2c(C)nn(-c3ccccc3)c2C)cc1 | 0.4
CC(C)(C)OC(=O)N[C@@H](Cc1ccccc1)C(=O)NNC(=S)Nc1ccc(F)c(Cl)c1 | 0.38
COc1ccc(C(=O)N2CCN(c3ncnc4cc(-c5ccccc5)sc34)CC2)cc1OC | 0.52
C=C(C)COc1ccc2c(=O)c(Oc3ccc(C(=O)OCC)cc3)coc2c1 | 2.1
COc1cccc(OCC(O)CNC(C)(C)CC(C)(C)C)c1 (configuration not stated) | -0.04
COc1ccc(N2C(=O)N(c3ccc(OC)cc3)C3CS(=O)(=O)CC32)cc1 (configuration not stated) | 3.9*
O=c1cc(CO)[nH]cc1OCc1ccccc1 | -0.41
N#C/C(=C\NCc1cccnc1)S(=O)(=O)Cc1ccc(Cl)cc1 | -1.5
CCN(C(=N)SC)c1ccccc1 | 0.3
O=C(NCc1cccnc1)c1cccc2c1OCCCO2 | -0.34
CSc1ccc(C=C2C(=O)OC(C)(C)OC2=O)s1 | 0.88
Cc1nn(C(=O)c2sc3ccccc3c2Cl)c(C)c1Cl | 0.31
CSc1nnc(-c2ccccc2)c(-c2ccccc2)n1 | 1.8
COc1ccc(C2c3c(oc4ccccc4c3=O)C(=O)N2c2ccccn2)cc1 (configuration not stated) | 4.1*
CCOC(=O)c1cc(C#N)c2ccccn2c1=O | 0.84

18 structures already listed, sorted by SMILES length, ascending:
SMILES | Dicer processing
CCN(C(=N)SC)c1ccccc1 | 0.3
CCOC(=O)c1cc(C#N)c2ccccn2c1=O | 0.84
O=C(NCc1cccnc1)c1cccc2c1OCCCO2 | -0.34
CSc1nnc(-c2ccccc2)c(-c2ccccc2)n1 | 1.8
CSc1ccc(C=C2C(=O)OC(C)(C)OC2=O)s1 | 0.88
Cc1nn(C(=O)c2sc3ccccc3c2Cl)c(C)c1Cl | 0.31
COc1cccc(OCC(O)CNC(C)(C)CC(C)(C)C)c1 (configuration not stated) | -0.04
CCOC(=O)c1cc(-c2ccccc2)[nH]c(=O)c1C#N | -1.2
CCCn1c(SCC(=O)O)nc2c1c(=O)[nH]c(=O)n2C | 0.04
CNC(=S)N1N=C2c3ccccc3CCC2C1c1ccc(OC)cc1 (configuration not stated) | -0.47
CC(=O)N/N=C/c1ccc(-c2cc(C(F)(F)F)n(C)n2)s1 | 1
C=C(C)COc1ccc2c(=O)c(Oc3ccc(C(=O)OCC)cc3)coc2c1 | 2.1
COc1ccc(Cc2nnc(SCC(=O)NC(C)C)n2-c2ccc(F)cc2)cc1OC | 1.2
COc1ccc(N2C(=O)N(c3ccc(OC)cc3)C3CS(=O)(=O)CC32)cc1 (configuration not stated) | 3.9*
COc1ccc(C(=O)N2CCN(c3ncnc4cc(-c5ccccc5)sc34)CC2)cc1OC | 0.52
C=CCn1c(-c2sc3nnc(-c4ccccc4)c(-c4ccccc4)c3c2N)n[nH]c1=S | 1.8
CS/C(Nc1ccccc1)=C(/C#N)C(=O)c1cc(-c2ccccc2)c(C(F)(F)F)s1 | 1.8
CC(C)(C)OC(=O)N[C@@H](Cc1ccccc1)C(=O)NNC(=S)Nc1ccc(F)c(Cl)c1 | 0.38
